TNAP inh Pi: human TNAP enzyme inhibitors, primary screen, biochemical, colorimetric, phosphate release readout; Alkaline phosphatase, tissue-nonspecific isozyme (Homo sapiens), P05186; purified TNAP, pNPP, malachite green phosphate absorbance; AID 614, 2007; inhibition, % at 20 µM; 21,000 tested, under 10 active
Target sequence (P05186 whole entry, looked up): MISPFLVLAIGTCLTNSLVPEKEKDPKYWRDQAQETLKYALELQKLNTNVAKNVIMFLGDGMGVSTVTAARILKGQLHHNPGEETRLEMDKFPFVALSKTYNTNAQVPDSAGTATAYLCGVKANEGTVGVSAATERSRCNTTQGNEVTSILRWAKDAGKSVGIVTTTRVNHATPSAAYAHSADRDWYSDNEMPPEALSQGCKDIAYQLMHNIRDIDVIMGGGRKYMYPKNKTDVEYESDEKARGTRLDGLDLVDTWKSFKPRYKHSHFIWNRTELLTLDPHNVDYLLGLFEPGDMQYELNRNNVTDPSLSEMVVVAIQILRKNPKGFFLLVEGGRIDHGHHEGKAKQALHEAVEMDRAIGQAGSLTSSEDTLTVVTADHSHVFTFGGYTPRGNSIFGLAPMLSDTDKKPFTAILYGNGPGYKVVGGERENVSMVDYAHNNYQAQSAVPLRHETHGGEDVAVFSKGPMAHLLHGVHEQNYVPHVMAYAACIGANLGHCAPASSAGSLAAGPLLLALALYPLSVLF
TNAP pNPP inh: human TNAP enzyme inhibitors, primary screen, biochemical, colorimetric, p-nitrophenol readout; Alkaline phosphatase, tissue-nonspecific isozyme (Homo sapiens), P05186; purified TNAP, pNPP hydrolysis, absorbance 405 nm; inhibition, % at 20 µM; 21,000 tested, under 10 active;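 further: 0% = DMSO only wells and 100% = 1 mM levamisole wells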
The depositor's hits bear a star.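 How the source made its calls: active means inhibition above 50% at the 20 µM single-dose screen; inactive means the rest.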

SMILES	TNAP inh Pi	TNAP pNPP inh
Cc1cc(C(F)F)n2nc(C(=O)Nc3ccc(S(=O)(=O)N4CCCC4)cc3)nc2n1	6	0
O=C1[C@@H]2Cc3ccccc3CN2C(=O)N1c1cccc(F)c1	6	0
Cc1cccc(C)c1NC(=O)C(NC=O)c1ccc(N(C)C)cc1 (centres undefined)	14	6
O=C(CSc1ncccn1)Nc1ccccc1	0	0
CC(=O)N1CSCC1C(=O)O (centres undefined)	10	9
O=C(Cc1cccs1)N1CCN(C(=O)C2CCCO2)CC1 (centres undefined)	10	5
CC(C)C1N(c2ccccc2)C(N)=C(C#N)C1(C#N)C#N (centres undefined)	6	3
O=C(NC1CCCCC1)c1ccc(CNc2ccccc2)o1	6	5
CCc1cccc(NC(=O)c2snc3c(=O)[nH]cnc23)c1	-11	1
O=S(=O)(N1CCOCC1)n1nnc2ccccc21	-20	5
CCSc1nnc(NC(=O)NC(CC)(C(F)(F)F)C(F)(F)F)s1	0	0
COc1ccc(CN2CCN(c3cc(C)nc4c5c(C)cc(C)nc5nn34)CC2)cc1F	15	3

Some of the entries so far, bar-delimited.
mol | TNAP inh Pi | TNAP pNPP inh
O=C(CSc1ncccn1)Nc1ccccc1 | 0 | 0
CC(=O)N1CSCC1C(=O)O (centres undefined) | 10 | 9
O=C(Cc1cccs1)N1CCN(C(=O)C2CCCO2)CC1 (centres undefined) | 10 | 5
CC(C)C1N(c2ccccc2)C(N)=C(C#N)C1(C#N)C#N (centres undefined) | 6 | 3
O=C(NC1CCCCC1)c1ccc(CNc2ccccc2)o1 | 6 | 5
CCc1cccc(NC(=O)c2snc3c(=O)[nH]cnc23)c1 | -11 | 1
O=S(=O)(N1CCOCC1)n1nnc2ccccc21 | -20 | 5

Later entries:
SMILES	TNAP inh Pi	TNAP pNPP inh
CCC(C)c1c(O)nc(SCC(=O)c2ccccc2)[nH]c1=O (centres undefined)	11	4
CCC(=O)c1ccc(O)cc1	9	4
CCN(CC(=O)N1CCOCC1)S(=O)(=O)c1ccc(C)cc1	17	8
Cc1ccc(CSc2nnc(-c3cccs3)n2C)cc1	8	1
COc1cccc(NC(=O)Cc2nnc(SCCOc3ccccc3)n2C)c1	6	3
CC(=O)c1cccc(NC(=O)c2ccc(N(C)S(C)(=O)=O)cc2)c1	3	3
CCCc1ncc(C(O)c2cccc3ccccc23)n1C (centres undefined)	14	11
Cc1ccc(-c2nnn(CC(=O)NCc3ccccc3)n2)c(-n2cnnn2)c1	5	1
Cc1ccccc1Nc1nc(N)nc(CN2CCN(c3ccccn3)CC2)n1	8	2
CCCc1cc(=O)n2[nH]c(NCc3c(Cl)cccc3Cl)nc2n1	8	4
O=C(c1cccc(COCC(F)(F)C(F)F)c1)N1CCN(c2ccccc2)CC1	7	7
Cn1c(SCC(=O)NCc2ccccc2)nnc1C1CC1	-3	0
Cn1c(=O)oc2cc(S(=O)(=O)N3CCN(c4ccccc4)CC3)ccc21	5	-4
Cc1ccccc1C(OCCN(C)C)c1ccccc1 (centres undefined)	7	4
O=C(Oc1ccccc1)c1c(Cl)cccc1P(=O)(O)O	6	9
CCCc1nnc(NC(=O)CN2CCOCC2)s1	10	7
COCc1cc(C)nc(SCC(=O)Nc2ccc(C)c(C)c2)c1C#N	10	6
O=C1NC2c3ccccc3C(=O)N2c2c1cnn2-c1ccccc1 (centres undefined)	1	-1
OCc1ccnc2c(O)cccc12	10	3
Cc1cc(Cl)ccc1OCC(=O)N1C(C)CCCC1C (centres undefined)	10	6
COc1ccccc1Cn1c(=O)c2ccccc2n2c(SCc3csc(C)n3)nnc12	10	6
Cc1cccc(OCC(=O)Nc2ccc(N3CCN(S(C)(=O)=O)CC3)cc2)c1C	10	1
O=C(CSc1nnc(CCCO)n1-c1ccccc1)Nc1nccs1	3	-2
CCn1c(CNc2ccc(F)cc2)nnc1SCC(=O)Nc1ccc(OC)cc1OC	8	6
O=c1cc(-c2ccccc2)nc2nc(-c3ccccc3)[nH]n12	8	6
CCOC(=O)N1CCC2(CC1)C(C#N)=C(N)Oc1c2c(C)nn1-c1cccc(Cl)c1	-44	-35
CCOC(=O)N1CCN(S(=O)(=O)c2ccc(OCC(=O)OC)c(C)c2)CC1	10	3
CCN(CC(=O)Nc1ccc2c(c1)OCCO2)c1nc(-c2cccnc2)nc2ccccc12	11	3
CC(=O)Nc1cc2c(cc1C(=O)c1ccccc1)OCCO2	7	3
CCCSc1nnc(NC(=O)Nc2ccc(F)cc2)s1	4	-1
Cc1ccc(S(=O)(=O)N2CCCC2C(=O)Nc2nc3c(s2)CCCC3)cc1 (centres undefined)	0	0
Cc1cccc(-n2c(CCCN3C(=O)c4ccccc4C3=O)nc3ccccc3c2=O)n1	5	1
Cc1nc2ccccc2nc1N1CCC(C)CC1	11	5
O=C(Nc1cccc2ccccc12)OC1C=CS(=O)(=O)C1 (centres undefined)	0	0
O=C(COc1ccccc1)OCc1cc2ccccc2[nH]c1=O	12	6
CCN(CC)S(=O)(=O)c1ccc(S(=O)(=O)Nc2cc3c(cc2C(C)=O)OCO3)cc1	8	2
COc1cc(O)c2c(c1)OC(C)(C)CC2=O	17	3
COCCN1C(=O)c2ccc(C(=O)NCc3cccnc3)cc2C1=O	5	-1
O=CN(Cc1ccco1)C1(C(=O)NC2CCCCC2)CCCCC1	14	2
COc1ccc(C(=O)NCC(=O)OCC(=O)NC(=O)NC2CCCCC2)cc1OC	8	5
COc1ccc(OC)c(NC(=O)CSc2nnnn2-c2ccc3c(c2)OCO3)c1	8	8
COc1ccc(-c2noc(C3CCCN(C(=O)c4ccccc4OC)C3)n2)cc1OC (centres undefined)	-2	-9
CCN1C(=O)CC(N2CCC(Cc3ccccc3)CC2)C1=O (centres undefined)	3	-3
O=C(Nc1ccc(Cl)cc1)N(Cc1nnc2n1CCCCC2)c1ccccc1	10	1
CC(C)(C)c1ccc(O)c(N)c1	-26	-6
O=C(NC1CCSC1=O)c1cccc(C(=O)NC2CCSC2=O)c1 (centres undefined)	-8	5
Cc1nc(SCC(=O)NCc2ccc3c(c2)OCO3)c(C#N)c2c1CCCC2	12	6
OC(c1cccs1)c1nccc2ccccc12 (centres undefined)	5	8
Cc1cc(NC(=O)Cn2c(=O)c3c(ncn3CCC(C)C)n(Cc3ccccc3)c2=O)no1	4	-1
O=C(O)c1cnn2c(C(F)(F)F)cc(-c3ccco3)nc12	-12	-1
COc1cc(C2Nc3cccc4cccc(c34)N2)cc(OC)c1OC(C)=O	-13	3
Cc1nc2oc3ccccc3c(=O)c2c(=O)n1Cc1ccccc1	6	0
CCCCC(c1nnnn1CCOC)N1CCN(c2cccc(OC)c2)CC1 (centres undefined)	-19	4
O=C(O)c1cc(O)ccc1-c1ccc(O)cc1	-1	-8
COc1ccccc1CN(CC(=O)NCC1CCCO1)C(=O)CNS(=O)(=O)c1ccc(C)cc1 (centres undefined)	12	7
COCc1[nH]nc2c1C(c1sccc1C)C(C#N)=C(N)O2 (centres undefined)	7	2
COc1ccccc1NC(=O)C1=C(C)Nc2ncnn2C1c1cccs1 (centres undefined)	7	2
Cc1ccc(NC2=NC(c3ccc(O)cc3)n3c(nc(C)cc3=O)N2)cc1 (centres undefined)	-1	4
CC(C)OCCCn1c(=NC(=O)c2ccncc2)c(C#N)cc2c(=O)n3ccccc3nc21	-4	-2
CC(c1ccco1)N(C(=O)COc1ccc(Cl)cc1)c1ccccn1 (centres undefined)	16	3

(further entries)
SMILES	TNAP inh Pi	TNAP pNPP inh
Clc1ccccc1Cn1nnc(-c2cccs2)n1	0	0
COC(=O)CC1SC(=O)NC1=O (centres undefined)	2	-1
Cc1c(N=Cc2c(O)n(C3CCCCC3)c(=O)[nH]c2=O)c(=O)n(-c2ccccc2)n1C	2	3
COc1cc(C2C(C(C)=O)=C(O)C(=O)N2CCc2ccc(OC)c(OC)c2)ccc1O (centres undefined)	-5	-3
O=C(NC1(C(F)(F)F)NC(=O)N(C2CCCCC2)C1=O)c1cccs1 (centres undefined)	10	3
O=C(Nc1ccc2c(c1)OCO2)Nc1cnccn1	-11	2
COc1ccc(S(=O)(=O)N(C)c2ccc(C(=O)NCC3CCCO3)cc2)cc1 (centres undefined)	8	5
CCOc1cccc(OCCCCN2CCCCC2)c1	0	-3
CCc1ncc(C(O)c2cccc3ccccc23)n1C (centres undefined)	11	7
O=C(c1ccc(N2CN(C(=O)c3ccco3)c3nc4ccccc4nc32)cc1)N1CCOCC1	-17	5
COCCCN(C(C)=O)c1nc(-c2ccc(OC)cc2)cs1	11	4
CCc1cccc(CC)c1NC(=O)CSc1nnc(C(C)C)n1CC	8	5
Cn1c(SCc2cccnc2)nc2cccnc21	11	7
CCNc1nnc(-c2ccc(C)cc2)o1	26	11
CC1CCCN(C(=O)C2CCN(CCCc3ccccc3)CC2)C1 (centres undefined)	11	5
Nc1[nH]nc2nc(NCc3ccccc3)c3c(c12)CCN(Cc1ccccc1)C3	13	5
CC(=O)NC(CC(C)C)C(=O)NC(=O)NCc1ccccc1 (centres undefined)	7	3
Cn1nnc(NC(=O)CSc2nnnn2-c2ccc(F)cc2)n1	0	0
Cc1nn2c(-c3ccco3)nnc2c2ccccc12	5	3
CC(C)OC(=O)C(C#N)c1nc2ccccc2nc1N1CCN(Cc2ccccc2)CC1 (centres undefined)	10	2
Cc1cc(Cl)ccc1N1C(=O)CC(SCCC(=O)O)C1=O (centres undefined)	-7	7
Cc1nc2c(F)c(F)c(C(F)(F)F)c(F)c2[nH]1	12	6
O=C(Nc1nc(-c2ccc3c(c2)OCCO3)cs1)c1ccc(S(=O)(=O)N2CCCCC2)cc1	6	6
Cc1ccc(S(=O)(=O)Nc2cccc3ncccc23)s1	8	4
O=C(CSc1nc2ncccc2[nH]1)c1ccc(F)cc1	8	3
COc1ccc(-c2cc(=O)oc3cc(OCc4nn[nH]n4)ccc23)cc1	2	1
Cc1nc2ncnn2c(N2CCN(c3cccc(C(F)(F)F)c3)CC2)c1C	11	5
CC(=O)[C@H]1CC[C@H]2[C@@H]3CCC4=CC(=O)CC[C@]4(C)[C@H]3CC[C@]12C	16	10
CCC(=O)Nc1ccc2nc(C3CC3)n(Cc3ccccc3)c(=O)c2c1	11	7
CC(C)CNC(=O)CN(C1CCCCC1)S(C)(=O)=O	5	8
O=C(Oc1ccc2c(c1)OCC2=O)c1ccccc1	4	1
Cc1occc1-c1nnc(SCC(=O)NCc2cccs2)n1CC1CCCO1 (centres undefined)	0	0
CCOc1cccc(NC(=O)C2CCCN(S(=O)(=O)c3ccc(-n4cnnn4)cc3)C2)c1 (centres undefined)	10	7
COc1cccc(C(=O)N2CCN(S(=O)(=O)Cc3ccccc3)CC2)c1	12	2
O=C(Cn1cnc2c(cnn2-c2ccccc2)c1=O)NCc1ccccc1	5	2
COc1ccc(Cn2nnnc2C(c2ccc(F)cc2)N2CCN(C3CCCC3)CC2)cc1 (centres undefined)	11	6

Next part, overlapping the part above by 7 compounds.
SMILES	TNAP inh Pi	TNAP pNPP inh
CC(C)CNC(=O)CN(C1CCCCC1)S(C)(=O)=O	5	8
O=C(Oc1ccc2c(c1)OCC2=O)c1ccccc1	4	1
Cc1occc1-c1nnc(SCC(=O)NCc2cccs2)n1CC1CCCO1 (centres undefined)	0	0
CCOc1cccc(NC(=O)C2CCCN(S(=O)(=O)c3ccc(-n4cnnn4)cc3)C2)c1 (centres undefined)	10	7
COc1cccc(C(=O)N2CCN(S(=O)(=O)Cc3ccccc3)CC2)c1	12	2
O=C(Cn1cnc2c(cnn2-c2ccccc2)c1=O)NCc1ccccc1	5	2
COc1ccc(Cn2nnnc2C(c2ccc(F)cc2)N2CCN(C3CCCC3)CC2)cc1 (centres undefined)	11	6
COc1cccc(-n2cc3c(=O)n(C)c(=O)n(C)c3c2)c1	8	6
Cc1ccc(S(=O)(=O)N(C)c2ccc(C(=O)O)cc2)cc1	2	0
Cc1cc(C(=O)Nc2cccc3ncccc23)no1	-8	4
Cc1ccc(NC(=O)CN(C)C(=O)CCCN2C(=O)c3ccccc3C2=O)cc1	12	5
Cc1cccc(COc2ccc(/C(O)=C3\C(=O)C(=O)N(CCN(C)C)C3c3ccncc3)cc2)c1 (centres undefined)	12	6
COC(=O)CN(c1nc(C)c(Cl)c(OC)n1)S(=O)(=O)c1ccc(C)cc1	4	1
CCOC(=O)c1ccccc1NC(=O)c1ccccc1N(C)S(C)(=O)=O	8	4
CCOC(=O)N1CCN(c2ncnc3c2cnn3-c2ccc(Cl)cc2)CC1	11	2
O=C(c1ccc(=O)oc1)N1CCN(C(c2ccccc2)c2ccccc2)CC1	12	7
O=C(NC1(C(F)(F)F)C(=O)Nc2c1c(=O)[nH]c(=O)n2-c1ccccc1)c1cccnc1 (centres undefined)	0	7
COc1cccc(NC(=O)c2ccccc2-c2nc(-c3ccc(F)cc3)no2)c1	9	5
COC(=O)c1cc(OC)c(OC)cc1NC(=O)CCCCCN1C(=O)CCC1=O	17	4
COc1cccc2cc(C(C)=O)c(=O)oc12	-3	-1
CN(C)c1nc(N)nc(CSc2n[nH]c(-c3ccccc3)n2)n1	7	4
Cc1ccc(SCc2[nH]nc3c2C(c2ccc(C)o2)C(C#N)=C(N)O3)cc1 (centres undefined)	-24	0
COc1ccccc1NC(=O)c1cc(S(=O)(=O)N2CCOCC2)ccc1Cl	20	13
CCOC(=O)CNC(=O)CSc1nc2ncc(Br)cc2[nH]1	8	3
COc1ccc(N2CCN(c3oc(COc4ccc(Cl)cc4Cl)nc3C#N)CC2)cc1	9	4
CCCCn1c(N)c(N(CCC(C)C)C(=O)COC(=O)c2ccco2)c(=O)[nH]c1=O	13	8
CCOc1ccc(-n2c(COc3ccccc3)nnc2SCC(N)=O)cc1	-14	4
Clc1ccc(NC2=NCCC2)cc1Cl	-7	5

Screening data as filed in PubChem.

An excerpt; rates above refer to the full screens.
